High-throughput results from PubChem BioAssay.
RT RNaseH block: HIV-1 RT RNase H inhibitors, primary screen, biochemical, fluorescence. Gag-Pol polyprotein (Human immunodeficiency virus type 1 group M subtype B (isolate …. RT-RNase H RNA/DNA duplex cleavage. inhibition, % at 10 µM. 65,000 tested, 1.9% active. AID 565, 2006; in the data active = inhibition above about 50%
RmlC RmlD mix: RmlC and RmlD coupled enzyme inhibitors, primary screen, biochemical, 384-well, compound mixtures, retest. RmlC/RmlD coupled enzyme inhibition, 384-well mixture HTS. inhibition, % at 5.5 µM. 110,000 tested, 0.39% active. AID 1532, 2009; in the data active = inhibition above about 30%, passing the limit was not always enough; inconclusive = no clear call, values can overlap the other calls; note: strong numbers were not always called active
* = called active by the depositor; ? = inconclusive; . = no result given. Not all compounds are listed (hit frequency here may not be typical).

Order of results – RmlC RmlD mix, RT RNaseH block
1. CCOC(=O)C(=O)/C(=C\N(C)C)c1onc(-c2ccccc2Cl)c1C(=O)OC
    -7.3, .
2. CC(C)n1nnnc1SCC(=O)NCc1ccc2c(c1)OCO2
    -13.0, .
3. Cc1cc(C)cc(NCC(=O)Nc2c(C)cccc2C)c1
    31.5, 0.1
4. COc1ccc(-n2nnnc2-c2cccc(OC)c2)cc1
    10.5, -28.3
5. Cc1ccc(N=Nc2ccc(O)c(/C=N\NC(=O)c3ccc(N)cc3)c2)cc1C
    13.2, .
6. COC(=O)c1ccc(Oc2nc(N(C)C)nc(N3CCOCC3)n2)cc1
    -6.8, .
7. O=[n+]1c2c(n([O-])c3c1CCCC3)CCCC2
    8.2, -4.9
8. Cc1ccc(N(C(=O)c2sc(C)nc2C)C(C(=O)NCc2ccco2)c2ccccc2)cc1 (configuration not stated)
    5.7, .
9. O=C(CSCc1ccccc1)N1CCN(C(=O)c2ccco2)CC1
    8.2, 3.8
10. C[C@]12CC[C@@H]3c4ccc(O)cc4CC[C@H]3[C@@H]1CC[C@@H]2OC(=O)CCC(=O)O
    10.9, -64.5
11. C=CCn1c(SCC(=O)OC)nc2sc3c(c2c1=O)CCN(C)C3
    8.2, -5.8
12. COc1cc(/C=N\NC(=O)c2ccc(Cn3nc([N+](=O)[O-])c(Cl)c3C)o2)ccc1O
    11.2, .
13. CCOc1ccc(-n2c(Cc3cc(=O)[nH]c(=O)[nH]3)nnc2SCC(=O)OC)cc1
    9.6, 0.5
14. CC(C)(C)Nc1ncnc2c1cnn2-c1ccccc1
    -4.5, -5.5
15. COc1ccc(C2CC(=O)C3=C(C2)Nc2ccccc2N(C(=O)C2CC2)C3c2cccnc2)cc1OC (configuration not stated)
    -4.4, 4.2
16. CCCCC(=O)O[C@H]1CC[C@H]2[C@@H]3CCc4cc(O)ccc4[C@H]3CC[C@]12C
    -6.4, -19.7
17. C=CCn1c(N)c(C(=O)OC(C)CC)c2nc3ccccc3nc21 (configuration not stated)
    -7.2, -14.0
18. CN(C)S(=O)(=O)c1cccn1-c1ncc(C(F)(F)F)cc1Cl
    3.2, .
19. CCCCOC(=O)CCc1c(C)[nH]c(=O)c(C#N)c1C
    13.7, -1.6
20. CC(C)c1cccc(O)c(=O)c1
    -13.5, .
21. CC(C)OC(=O)C1C2C=CC3(CN(C(C)c4ccc(Br)cc4)C(=O)C13)O2 (configuration not stated)
    -11.9, -6.9
22. Cc1cc(NC(=O)CCC(=O)N(Cc2cccs2)C(C(=O)NC2CCCC2)c2cccnc2)no1 (configuration not stated)
    4.6, .
23. CCOc1ccc(S(=O)(=O)Nc2cccc(Cl)c2)cc1
    -2.5, -55.3
24. Cc1ccccc1Cn1c(=O)[nH]c2ccccc21
    10.9, -86.3
25. CCCCCCn1c(CN2CCCCC2C)nc2c1c(=O)n(C)c(=O)n2C (configuration not stated)
    5.9, -6.7
26. C=CCOC(=O)c1sc(N2C(=O)c3oc4ccccc4c(=O)c3C2c2ccco2)nc1C (configuration not stated)
    ., 36.2
27. COc1cc(-c2nn3c(-c4ccccc4)nnc3s2)cc(OC)c1OC
    15.3, -5.5
28. Cc1ccc(NS(=O)(=O)c2cc(C(=O)O)ccc2Cl)c(C)c1
    7.0, 0.8
29. CC(C)OC(=O)CSc1nnc(-c2cccnc2)n1N
    21.0, -6.8
30. CC(C)Cc1cc(C(=O)Nc2c(F)cc(F)cc2Br)no1
    7.9, -20.2

Part of the list above, reformatted:
[16] CCCCC(=O)O[C@H]1CC[C@H]2[C@@H]3CCc4cc(O)ccc4[C@H]3CC[C@]12C
[17] C=CCn1c(N)c(C(=O)OC(C)CC)c2nc3ccccc3nc21 (configuration not stated)
[18] CN(C)S(=O)(=O)c1cccn1-c1ncc(C(F)(F)F)cc1Cl
[19] CCCCOC(=O)CCc1c(C)[nH]c(=O)c(C#N)c1C
[20] CC(C)c1cccc(O)c(=O)c1
[21] CC(C)OC(=O)C1C2C=CC3(CN(C(C)c4ccc(Br)cc4)C(=O)C13)O2 (configuration not stated)
[22] Cc1cc(NC(=O)CCC(=O)N(Cc2cccs2)C(C(=O)NC2CCCC2)c2cccnc2)no1 (configuration not stated)

compound no.	16	17	18	19	20	21	22
RmlC RmlD mix	-6.4	-7.2	3.2	13.7	-13.5	-11.9	4.6
RT RNaseH block	-19.7	-14.0	.	-1.6	.	-6.9	.

Additional compounds
Order of results – RmlC RmlD mix, RT RNaseH block
31. CCn1c(SCC(=O)Nc2ccccc2-c2ccccc2)nnc1-c1ccoc1C
    -15.0, -0.7
32. O=C(Nc1ncnc2sc3c(c12)CCCCC3)c1ccc(F)cc1
    -5.9, .
33. COCc1c(C(N)=O)nnn1-c1nonc1N
    8.2, 5.5
34. CCNC(=O)COC(=O)c1ccc(S(=O)(=O)N2CCCCCC2)cc1
    -11.8, -14.4
35. COc1ccc2c(c1)CCc1c(C(=O)N3CCCC3)noc1-2
    2.6, 0.5
36. CN(C)S(=O)(=O)N1CCN(C(=O)N(c2ccccc2)c2ccccc2)CC1
    -7.9, -2.2
37. Cc1ccc(Oc2nsnc2N2CCOCC2)cc1
    -232.5, -11.7
38. COc1cc(CNC(=O)OCC(C)C)cc(OC)c1OC
    5.3, -0.2
39. c1coc(CNCCCN2CCOCC2)c1
    4.3, .
40. CS(=O)(=O)N1CCCC(C(=O)NCCc2ccccc2)C1 (configuration not stated)
    -17.1, -3.3
41. Cc1cc(C)n(-c2nc3ccccc3c(=O)n2OCCOc2ccccc2)n1
    -11.8, 2.6
42. O=c1oc2c(CN3CCCCCC3)c(O)ccc2cc1-c1nc2ccccc2[nH]1
    ., -16.0
43. C=CCn1c(SCc2cc(=O)n3ccsc3n2)nnc1C1CCCCC1
    6.1, 66.8*
44. OC1=C(O)c2nc3ccccc3nc21
    -6.6, .
45. CSc1ncc2c(n1)-c1cc(C)ccc1SC2
    8.4, .
46. Cc1ccc(S(=O)(=O)C(C#N)c2nc3ccccc3nc2N2CCC(C)CC2)cc1 (configuration not stated)
    -11.1, 13.0
47. c1ccc(Cn2c(CN3CCCC3)nc3ccccc32)cc1
    -10.7, .
48. Cc1cc(-n2c(SCCC#N)nnc2-c2cccnc2)ccc1Cl
    -5.9, 3.3
49. COC(=O)c1cccc(NC(=O)Cn2nnc3ccccc32)c1
    9.5, 2.6
50. Cn1c(=O)oc2cc(S(=O)(=O)NCc3ccccc3)ccc21
    -1.1, .

Sorted by length of the SMILES (ascending): some entries from above.
Order of results – RmlC RmlD mix, RT RNaseH block
45. CSc1ncc2c(n1)-c1cc(C)ccc1SC2
    8.4, .
49. COC(=O)c1cccc(NC(=O)Cn2nnc3ccccc32)c1
    9.5, 2.6
48. Cc1cc(-n2c(SCCC#N)nnc2-c2cccnc2)ccc1Cl
    -5.9, 3.3
42. O=c1oc2c(CN3CCCCCC3)c(O)ccc2cc1-c1nc2ccccc2[nH]1
    ., -16.0

New compounds follow.
Order of results – RmlC RmlD mix, RT RNaseH block
51. O=C(O)CCCC(=O)Nc1nc(-c2ccc(F)cc2)cs1
    10.5, -11.3
52. CCc1nnc(NC(=O)C(C)Sc2ccccc2)s1 (configuration not stated)
    5.2, 2.9
53. O=C(Nc1ccc2c(c1)CCC2)C1CCN(c2c3c(nc4ncnn24)CCC3)CC1
    -6.2, -10.1
54. COc1cccc(-c2nc(CS(=O)(=O)CC(=O)N3CCN(C4CCCCC4)CC3)c(C)o2)c1
    -13.6, -4.6
55. CC(C)(C)c1cc(C(=O)O)c(CN2CCCCC2)o1
    0.4, -0.5
56. Cc1cccc(/C=N/NC(=O)c2cc3c(s2)-c2ccccc2CC3)c1
    -20.3, .
57. CCOCCn1c(CN2CCN(CC)CC2)nc2c1c(=O)n(C)c(=O)n2C
    ., -1.3
58. CCOc1cc(S(=O)(=O)NCC2OCCc3ccccc32)c(OCC)cc1-n1cnnn1 (configuration not stated)
    -5.3, -3.4
59. O=C(Nc1ccc2nc(-c3cccs3)[nH]c2c1)c1ccco1
    -0.5, -2.9
60. O=C(NCc1ccco1)C1CC(c2c(Cl)cccc2Cl)=NO1 (configuration not stated)
    6.4, .
61. Cc1ccc(C(=O)NC(=S)Nc2ccc(Oc3ccc(Cl)cc3)cc2)cc1
    -9.9, .
62. O=C(O)C1CSC2(CCN(Cc3ccccc3)CC2)N1 (configuration not stated)
    -2.0, -3.1
63. COCCN1Cc2cccc(C(=O)N3CCN(c4cc(C)ccc4C)CC3)c2C1=O
    7.0, -5.4
64. CCS(=O)(=O)c1ccc2c(c1)N(S(=O)(=O)c1ccccc1)CC(C(=O)O)O2 (configuration not stated)
    -8.2, .
65. C#CCNC(=O)C1=C[C@H](C(C)(C)C)C[C@H](OCc2ccc(CO)cc2)O1
    -12.3, .
66. O=c1c(Oc2ccccc2Br)c(C(F)(F)F)oc2c(CN3CCCC3)c(O)ccc12
    9.0, .
67. CCOC(=O)C1=NN(c2ccc(C)cc2)C2(S1)SC(C(C)=O)=C(C)N2c1ccccc1 (configuration not stated)
    -7.7, .
68. Nc1ccc(C2(c3ccc(N)cc3)C(=O)Nc3ccccc32)cc1
    -4.0, .
69. Oc1ccc(/C=N/NP(=S)(c2ccccc2)c2ccccc2)cc1
    ?, .
70. O=S(=O)(Nc1cccnc1)c1ccc(C2CCCCC2)cc1
    5.8, -6.0
71. C=C(C)C(=O)Nc1cccc(C2=NOC3(C2)C[C@@H](C(N)=O)N(C(=O)[C@H]2CCC(=O)N2)C3)c1 (some centres not stated)
    14.8, .
72. COC(=O)c1sc(NC(=O)Cc2cccs2)nc1C
    -5.8, -28.4
73. CC(C)(C)N(Cc1ccccc1)C(=O)CSc1nnc(CNc2ccc(F)cc2)o1
    -4.9, -9.2
74. CCOC(=O)N1CCC(N2C(=O)c3ccc(C(=O)NC4CCCCCC4)cc3C2=O)CC1
    ., 64.1*
75. COC(=O)CCCC1=CC2=CC(=O)C(C)(OC(=O)c3cccs3)C(=O)C2=CN1Cc1ccccc1 (configuration not stated)
    7.3, .
76. CCOC(=O)N1CCC2(CC1)C(C#N)=C(N)OC1=C2C(=O)CC(C)C1 (configuration not stated)
    -10.5, .
77. S=C(c1ccc(Cl)cc1)N1CCOCC1
    3.2, 89.8*
78. Cc1ccc(-n2c(Cc3cccs3)nnc2SCC(=O)OC(C)C)cc1
    11.3, -13.8
79. O=C(Nc1ccc(S(=O)(=O)N2CCc3ccccc3C2)cc1)C1CCCO1 (configuration not stated)
    -12.0, -3.9
80. CCN(CC)CC(O)COc1ccc2c(c1)OCO2 (configuration not stated)
    -13.4, .
81. CCCCC(=O)NC1(C(F)(F)F)C(=O)Nc2c1c(=O)[nH]c(=O)n2Cc1ccco1 (configuration not stated)
    -4.4, -7.8
82. O=C(C1CCC(C(=O)N2CCc3ccccc32)CC1)N1CCc2ccccc21 (configuration not stated)
    10.3, -1.9
83. CN(CC(N)=O)S(=O)(=O)c1ccc(F)cc1
    2.3, .
84. C=CCn1c(CCNC(=O)c2cccs2)nnc1SCC(=O)c1ccc(Cl)cc1
    -9.7, .
85. CCC(C)n1nccc1NC(=O)C(C)OC(=O)c1cc2ccccc2[nH]1 (configuration not stated)
    2.7, -2.7
86. CC1CN(C(=O)CSc2nc(-c3ccccc3)cs2)CC(C)O1 (configuration not stated)
    -11.4, .
87. COc1cccc(N=Nc2c(N)[nH]n3c(=O)cc(-c4ccccc4)nc23)c1
    5.3, .
88. Cc1c([N+](=O)[O-])c(C(=O)Nc2ccc3c(c2)OCCO3)nn1C
    -7.7, .
89. OC(COc1ccc2ccccc2c1Cl)CN1CCOCC1 (configuration not stated)
    3.0, -14.6
90. CCCCn1c(NC(=O)c2ccccc2)c(C#N)c2nc3ccccc3nc21
    ., 10.0

Complete entries, looked up by structure. Order of values: RmlC RmlD mix | RT RNaseH block
Results for CCCCC(=O)NC1(C(F)(F)F)C(=O)Nc2c1c(=O)[nH]c(=O)n2Cc1ccco1 (configuration not stated) → -4.4 | -7.8
Results for OC(COc1ccc2ccccc2c1Cl)CN1CCOCC1 (configuration not stated) → 3.0 | -14.6
Results for COc1cccc(N=Nc2c(N)[nH]n3c(=O)cc(-c4ccccc4)nc23)c1 → 5.3 | .

Following part
Order of results – RmlC RmlD mix, RT RNaseH block
91. CCOC(=O)c1[nH]c(C)c(C(=O)N2CCC3(CC2)OCCO3)c1C
    -8.3, -15.1
92. Cc1cccc(NC(=O)C(c2cccc([N+](=O)[O-])c2)N2CCCCC2)c1 (configuration not stated)
    -7.8, .
93. Fc1ccc2c(c1)[C@H]1OCC[C@H]1[C@@H](c1ccco1)N2
    -3.7, -6.2
94. CCc1nc(C)cc(N)c1OCc1ccccc1
    2.3, -17.0
95. COC(=O)c1cc2sccc2n1Cc1nc(-c2ccc(OC)cc2)oc1C
    5.0, -2.1
96. CNC(=O)CN1C(=O)c2ccccc2S1(=O)=O
    0.3, 4.7
97. COc1cc(C(=O)Nc2ccc(S(=O)(=O)NC(C)C)cc2)cc(OC)c1OC
    3.3, .
